Myeloid diff MLP: induction of myeloid progenitor differentiation, primary screen, cell-based, flow cytometry, MLPCN library; ER-HoxA9 myeloid progenitors, lysozyme-GFP differentiation; calls only at 10 µM; hit rate 1% among 360,000;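 active means normalized GFP-positive differentiation at or above the plate's own cutoff, the solvent-only control mean plus 3 SD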;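 further: cells exposed to compound for four days before flow analysis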
Myeloid diff MLP GFP+ MAC1+ %: also measured in Myeloid diff MLP; calls as there; GFP+ MAC1+ double positive, %; measured here: differentiation confirmed by MAC1 staining
Starred values were filed as active, the others as inactive; i = inactive. Only part of the results is shown; rates above refer to the full screens.

1: COC(=O)[C@@]1(Cc2ccc(F)cc2)[C@H]2c3cc(C(=O)N4CCCC4)n(CCN4CCNC4=O)c3C[C@H]2CN1C(=O)c1ccccc1
2: O=c1ccn([C@@H]2O[C@H](CNCC3=Cc4cc(O)ccc4OC3)[C@@H](O)[C@H]2O)c(=O)[nH]1
3: CC1CCCC(CC(N)=O)CC1 (configuration not stated)
4: OC[C@@H]1CN(Cc2ccco2)C[C@H](n2cnc3c(Nc4ccccc4)ncnc32)O1
5: Cc1cn([C@H]2C[C@H](O)[C@@H](CNC(=O)[C@H](N)Cc3cn(COCc4ccccc4)cn3)O2)c(=O)[nH]c1=O
6: CCOc1ccc(NS(=O)(=O)c2cccc(C(=O)NCC3(N(C)C)CCCCC3)c2)cc1
assay / compound	1	2	3	4	5	6
Myeloid diff MLP GFP+ MAC1+ %	0.9	1.7	0.2	0.1	0.6	0.8
Myeloid diff MLP	i	i	i	i	i	i

7: Cc1c(C(=O)NCc2ccccc2C(F)(F)F)sc(=O)n1Cc1cccc(C(F)(F)F)c1
8: COc1ccc(-c2cc(CNc3nc(NCc4ccccc4OC)nc4ccsc34)on2)cc1
9: CN(C)C(CNC(=O)c1cc(S(=O)(=O)N(C)c2ccc(F)cc2)ccc1Cl)c1cccs1 (configuration not stated)
10: Cc1ccc(NC(=O)CSC(C)C(=O)OCc2cc(=O)oc3cc(O)ccc23)cc1 (configuration not stated)
11: O=S1(=O)CC(N2CCSCC2)CN1Cc1cn(Cc2cccc(Cl)c2)nn1 (configuration not stated)
12: [O-][n+]1cccc2cccc(O)c21
assay / compound	7	8	9	10	11	12
Myeloid diff MLP GFP+ MAC1+ %	0.7	0.5	1.8	0.4	0.9	0.9
Myeloid diff MLP	i	i	i	i	i	i

13: COc1cc(C(O)c2nc(-c3cccc4cccnc34)cs2)ccc1F (configuration not stated)
14: COCCN1C[C@@H](CO)O[C@@H](n2cnc3c(NC4CC4)ncnc32)C1
15: CC1(C(=O)Nc2ccc(Cl)c(Cl)c2)CCN1C(=O)Cc1cccc2ccccc12 (configuration not stated)
16: CC(=O)CC[N+](C)(C)C
17: CC(=O)c1cccc(-c2ccnc3c2CC(C(=O)NCc2ccncc2)O3)c1 (configuration not stated)
18: COc1ccc(C(c2c(NC(=O)c3ccco3)sc(C)c2C)N2CCOCC2)cc1 (configuration not stated)
assay / compound	13	14	15	16	17	18
Myeloid diff MLP GFP+ MAC1+ %	0.6	0.3	0.7	2.9	0.6	1.7
Myeloid diff MLP	i	i	i	i	i	i

Shown with values under each structure: 16 of the compounds above
Each structure is followed by: Myeloid diff MLP GFP+ MAC1+ %, Myeloid diff MLP
1: COC(=O)[C@@]1(Cc2ccc(F)cc2)[C@H]2c3cc(C(=O)N4CCCC4)n(CCN4CCNC4=O)c3C[C@H]2CN1C(=O)c1ccccc1
  0.9, i
2: O=c1ccn([C@@H]2O[C@H](CNCC3=Cc4cc(O)ccc4OC3)[C@@H](O)[C@H]2O)c(=O)[nH]1
  1.7, i
3: CC1CCCC(CC(N)=O)CC1 (configuration not stated)
  0.2, i
4: OC[C@@H]1CN(Cc2ccco2)C[C@H](n2cnc3c(Nc4ccccc4)ncnc32)O1
  0.1, i
5: Cc1cn([C@H]2C[C@H](O)[C@@H](CNC(=O)[C@H](N)Cc3cn(COCc4ccccc4)cn3)O2)c(=O)[nH]c1=O
  0.6, i
6: CCOc1ccc(NS(=O)(=O)c2cccc(C(=O)NCC3(N(C)C)CCCCC3)c2)cc1
  0.8, i
7: Cc1c(C(=O)NCc2ccccc2C(F)(F)F)sc(=O)n1Cc1cccc(C(F)(F)F)c1
  0.7, i
8: COc1ccc(-c2cc(CNc3nc(NCc4ccccc4OC)nc4ccsc34)on2)cc1
  0.5, i
9: CN(C)C(CNC(=O)c1cc(S(=O)(=O)N(C)c2ccc(F)cc2)ccc1Cl)c1cccs1 (configuration not stated)
  1.8, i
10: Cc1ccc(NC(=O)CSC(C)C(=O)OCc2cc(=O)oc3cc(O)ccc23)cc1 (configuration not stated)
  0.4, i
11: O=S1(=O)CC(N2CCSCC2)CN1Cc1cn(Cc2cccc(Cl)c2)nn1 (configuration not stated)
  0.9, i
12: [O-][n+]1cccc2cccc(O)c21
  0.9, i
13: COc1cc(C(O)c2nc(-c3cccc4cccnc34)cs2)ccc1F (configuration not stated)
  0.6, i
14: COCCN1C[C@@H](CO)O[C@@H](n2cnc3c(NC4CC4)ncnc32)C1
  0.3, i
15: CC1(C(=O)Nc2ccc(Cl)c(Cl)c2)CCN1C(=O)Cc1cccc2ccccc12 (configuration not stated)
  0.7, i
16: CC(=O)CC[N+](C)(C)C
  2.9, i

(next part)
19: CCc1nc2ccc(C(=O)NCc3ccc(OC)cc3)cn2c1N(C)Cc1ccc(OC)cc1
20: COc1ccc(CCNC(=O)c2ccc(NC(=O)CC3SC(N4CCCCC4)=NC3=O)cc2)cc1OC (configuration not stated)
21: CCOC(=O)C1CCCN(C(=O)Cc2ccc(OC)c(OC)c2)CC1 (configuration not stated)
22: COc1cc(C)ccc1S(=O)(=O)NC(=O)C1(C)CCN1C(=O)c1ccc(C2CCCCC2)cc1 (configuration not stated)
23: O=C1OCCN1N=Cc1ccco1
24: Cc1ccc(-c2cc3nc(C)cc(N4CCN(C(=O)c5ccoc5)CC4)n3n2)cc1
assay / compound	19	20	21	22	23	24
Myeloid diff MLP GFP+ MAC1+ %	1.0	1.5	1.4	1.0	1.3	0.7
Myeloid diff MLP	i	i	i	i	i	i

25: CSc1ccc(Cn2c(C)c(C(=O)NCc3ccc(F)cc3)sc2=O)cc1
26: CNc1cncc(-c2cccc(O)c2)n1
27: CC1(C(=O)NS(=O)(=O)C2CC2)CCN(C(=O)c2cc(F)cc(F)c2)C1 (configuration not stated)
28: CC1CCCCC12NC(=O)N(CC(=O)Nc1ccccc1F)C2=O (configuration not stated)
29: O=C(COC(=O)c1cc([N+](=O)[O-])ccc1N1CCCC1)Nc1ccccc1OC(F)F
30: Cc1cc(Br)cn2c(Cc3cccc(F)c3)c(C3CCCCC3)nc12
assay / compound	25	26	27	28	29	30
Myeloid diff MLP GFP+ MAC1+ %	3.9	2.1	2.5	0.3	0.6	0.4
Myeloid diff MLP	i	i	i	i	i	i

31: COc1ccc(C(=O)N2CCCC(C)(C(=O)NS(=O)(=O)C3CC3)C2)cc1 (configuration not stated)
32: Cc1sc2nc(SCC(=O)Nc3cccc(C(=O)O)c3)[nH]c(=O)c2c1C
33: CCOC(=O)C1=CN(Cc2ccco2)S(=O)(=O)N(CC)C1c1ccc(C(F)(F)F)cc1 (configuration not stated)
34: CCC(=O)c1cccc(-c2ccccc2)c1CC
35: Cc1cccc(C)c1NC(=O)C(c1ccccc1)N(C)CCc1ccccc1 (configuration not stated)
36: COC(=O)CN1C(=O)COc2ccc(S(=O)(=O)N3CCCCC3)cc21
assay / compound	31	32	33	34	35	36
Myeloid diff MLP GFP+ MAC1+ %	0.7	0.6	1.0	1.8	1.9	1.4
Myeloid diff MLP	i	i	i	i	i	i

37: COC(=O)[C@@]12C[C@@H](CC(=O)NCc3cccs3)C(=O)N(Cc3ccco3)C1=CCC(C)(C)C2
38: CN(C)c1ccc(-c2csc(C(O)c3ccc(F)c(F)c3)n2)cc1 (configuration not stated)
39: Cc1ccc(SC[C@H](C)CN2CCC(NC(=O)OCc3ccccc3)CCC2=O)cc1 (some centres not stated)
40: O=c1cc(-c2ccccc2)oc2ccc3ccccc3c12
41: NS(=O)(=O)c1cccc(NC(=O)COC(=O)Cc2ccc(S(=O)(=O)N3CCOCC3)s2)c1
42: O=C(c1ccoc1)N1CCN(c2cc(-c3cccc(F)c3)nc3cc(-c4cccc(Cl)c4)nn23)CC1
assay / compound	37	38	39	40	41	42
Myeloid diff MLP GFP+ MAC1+ %	2.6	1.4	0.4	1.9	1.7	0.8
Myeloid diff MLP	i	i	i	i	i	i

43: O=C(Nc1nnc(-c2ccco2)o1)c1ccc(Br)s1
44: CC12CCCCC1C(C(N)=O)C(=O)O2 (configuration not stated)
45: CC(C)N(C(=O)[C@H]1C[C@H](CC(=O)NCCc2ccccn2)C(=O)N2CCc3c([nH]c4cc(-c5ccco5)ccc34)[C@]12C)C(C)C
46: CC[C@]12c3[nH]c4cc(CCC(=O)N(C)C)ccc4c3CCN1C(=O)[C@@H](CC(=O)NCCN1CCOCC1)C[C@@H]2C(=O)N1CCN(C(=O)c2ccco2)CC1
47: Cc1cccc(C)c1-n1nnnc1C1(C)CCC(=O)N1Cc1cccnc1 (configuration not stated)
48: CN(C)c1ncnc2c1ncn2[C@H]1CN(Cc2ccc(Cl)cc2)C[C@@H](CO)O1
assay / compound	43	44	45	46	47	48
Myeloid diff MLP GFP+ MAC1+ %	0.5	1.8	0.5	1.9	1.6	0.6
Myeloid diff MLP	i	i	i	i	i	i

49: O=C(NCCN1CCC(n2c(=O)[nH]c3ccccc32)CC1)c1cccs1
50: COC(=O)CC1OCC=C2CN3CCC45C6=CC(=O)C(=O)C([N+](=O)[O-])=C6NC4C1C2CC35 (configuration not stated)
51: O=C(Nc1nc(-c2ccc3c(c2)OCCO3)cs1)c1ccc(Br)o1
52: COc1ccccc1C#Cc1cnc2c(c1)C(=O)N([C@H](C)CO)C[C@@H](C)[C@@H](CN(C)C(=O)c1ccc3c(c1)OCO3)O2
53: C[C@H](CO)N1C[C@H](C)[C@@H](CN(C)Cc2ccc(C(=O)O)cc2)OCc2cnnn2CCCC1=O
54: CN(C)c1ccc(-c2ccnc3c2CC(C)(C(=O)NCCC(F)(F)F)O3)cc1 (configuration not stated)
assay / compound	49	50	51	52	53	54
Myeloid diff MLP GFP+ MAC1+ %	0.5	0.7	0.9	0.8	0.8	0.8
Myeloid diff MLP	i	i	i	i	i	i

55: CCOC(=O)N1CCN(C(=O)C[C@@H]2C[C@@]3(C(=O)OC)CCCCC=C3N(CCc3ccc(OC)c(OC)c3)C2=O)CC1
56: C[C@@H]1CN([C@H](C)CO)C(=O)c2cc(Br)cnc2O[C@@H]1CN(C)Cc1ccc(F)cc1
57: CCOC(=O)c1oc2c(CN3CCN(C)CC3)c(O)c(CC)cc2c(=O)c1-c1nc2ccccc2s1
58: CC1(N=Cc2cc(Cl)ccc2O)COP(=O)(NC2CCCC2)OC1 (configuration not stated)
59: CCN1C(C)=CC(=O)[C@@H](O)[C@H]1c1ccccc1Br
60: CCNC(=O)C1(C)CCN1CCS(=O)(=O)c1ccc(C)cc1 (configuration not stated)
assay / compound	55	56	57	58	59	60
Myeloid diff MLP GFP+ MAC1+ %	3.2	1.3	1.5	0.8	1.1	1.6
Myeloid diff MLP	i	i	i	i	i	i

61: Cc1ccc(N2CC(C(=O)OCC(=O)Nc3c(C)cccc3C)CC2=O)cc1 (configuration not stated)
62: CCOC(=O)N(C)[C@H]1C[C@H]2c3[nH]c4ccccc4c3CCN2C[C@H]1[C@H](C)O
63: CN1CCC(N2CCN(C3CN(Cc4cn(Cc5ccc(F)cc5)nn4)S(=O)(=O)C3)CC2)CC1 (configuration not stated)
64: CC1(C(=O)NCc2ccccc2)CSCC(=O)N1CCc1c[nH]c2ccccc12 (configuration not stated)
65: C[C@@H]1COc2cccc(N3CCC[C@H]3CO)c2S(=O)(=O)N1
66: CC1(c2ccc(Cl)cc2Cl)NC(=O)N(CC(=O)NCCC2=CCCCC2)C1=O (configuration not stated)
assay / compound	61	62	63	64	65	66
Myeloid diff MLP GFP+ MAC1+ %	2.1	0.4	0.5	3.9	0.6	0.8
Myeloid diff MLP	i	i	i	i	i	i
